HepG2 tox: HepG2 cytotoxicity, counter-screen for TGF-b inhibitors | HepG2 CAGA-GFP viability, ATP luminescence, 18 h | 0.76% of 410,000 active | Potency, µM (highest dose often 46.1 µM), for the others: top-dose activity change, negative = cytotoxicity, usual class: cytotoxic; also: potency is read from the fitted curve at half-maximal effect; some results filed as inactive show a strong effect at the top dose
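HepG2 CAGA-GFP cells (1000/well, DMEM with 1% FBS) received compound, then TGF-beta at 500 pg/mL final, and were incubated 18 hours at 37 degrees C. Viability was read by CellTiter-Glo luminescence. Media-only wells were set as complete cell-killing and DMSO as no toxicity.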
CCT chaperon mod: modulators of cytosolic chaperonin (CCT/TRiC) activity; purified chaperonin ATPase assay, HTRF ADP detection, 30 min; activity change, % (test concentration not listed), hits read low; 0.3% of 360,000 active; AID 651819; in the data active = activity change below about -30%; also: % is scaled to controls: 0 for no effect and ±100 for the full control effect
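ATPase activity: ADP formed was measured by HTRF Transcreener (665/615 nm ratio) after 30 min at 37 deg C with 10 uM ATP. Compounds screened at one 76 uM concentration against 40 or 20 nM TRiC in Tris pH 7.4/KCl/MgCl2/DTT buffer.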
Nrf2 inh: blocks Nrf2 signaling; Potency, µM (titrated, usually from 46 µM), for inactives: at the top dose activity change, negative = inhibition, most hits filed as inhibitors; A549 ARE-Fluc reporter, luciferase luminescence, 18-24 h; 2.1% of 360,000 active; also: potency is read from the fitted curve at half-maximal effect; % is scaled to controls: 0 for no effect and ±100 for the full control effect; nearly all actives have a fitted effect of over 60% in size
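Nrf2 function is reported as luminescence of an ARE-controlled luciferase in A549 cells. Compounds were tested at several concentrations, and a CellTiter-Fluor read on the same wells flagged cytotoxicity.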
A549 viability: A549 cytotoxicity, counter-screen for Nrf2 inhibitors; Potency, µM (doses to about 46 µM), inactives show at the top dose activity change, negative = cytotoxicity, usual class: inhibitors; 0.16% of 390,000 active; A549 ARE-Fluc cells, CellTiter-Fluor viability, 18-24 h; AID 504648; also: potency is read from the fitted curve at half-maximal effect; % is scaled to controls: 0 for no effect and ±100 for the full control effect
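A549 ARE-Fluc cells in 5% FBS OPTI-MEM, 5000 cells/well, rested 2 h then exposed to compounds in concentration-response for 18-24 h at 37 °C. Viability by CellTiter-Fluor fluorescence (Ex 405/Em 525) after 30 min; luciferase luminescence (BugLite, 15 min, RT) read afterwards.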
MmCpn inh: M. maripaludis TRiC chaperonin inhibition; purified Mm-Cpn ATPase, ADP Transcreener TR-FRET; Potency, µM (series often up to 76.9 µM), without a hit: at the highest dose activity, negative = inhibition, usual class: inhibitors; 0.031% of 330,000 active; AID 504842; also: potency is read from the fitted curve at half-maximal effect; % is scaled to controls: 0 for no effect and ±100 for the full control effect; nearly all actives have a fitted effect of over 80% in size
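Reaction buffer contained 30 mM Tris pH 7.4, 100 mM KCl, 5 mM MgCl2 and 1 mM DTT. Mm-CPN (25 nM final) hydrolysed 10 uM ATP over 30 min at 37°C; ADP was read by HTRF.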
Akt phos inh: inhibitors of Akt phosphorylation | Neuro2A IGF-stimulated pAkt S473 HTRF, 20 min; hits give low values | AID 651550 | 0.32% of 360,000 active | activity change, % for hits at 50 µM; in the data active = activity change below about -80%; inconclusive = mostly about -51% to -80%; also: % is scaled to controls: 0 for no effect and ±100 for the full control effect
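Neuro2A cells in DMEM with 0.5% FBS, overnight at 37 deg C, given compound at single 50 µM final, then IGF (6 nM final) for 20 min at 37 deg C. Lysed; phospho-Akt Ser473 by HTRF after 24 h, 665/615 ratio.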
Nrf2 ARE act: activators of Nrf2 (ARE) signaling. AID 624171. AREc32 ARE-luciferase reporter (MCF7-derived line), luminescence, 24 h. 0.31% of 410,000 active. Potency, µM (highest dose often 46.1 µM), without a hit: top-dose activation, actives largely listed as activators; also: potency is read from the fitted curve at half-maximal effect; % of control where 0% means no effect; nearly all actives have a fitted effect of over 65% in size
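Each well held 1000 AREc32 cells, which were incubated with compound for 24 hr at 37 deg C after overnight attachment, and ARE reporter activity was quantified by firefly luciferase luminescence.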
ATXN viability: viability counter-screen for ATXN expression inhibitors | S2 cells (HEK-293 line with an ATXN2-luciferase reporter) viability, CellTiter-Fluor protease fluorescence, 24 h | Potency, µM (titrated, usually from 56.7 µM), actives largely listed as cytotoxic | 0.49% of 400,000 active; also: potency is read from the fitted curve at half-maximal effect; nearly all actives have a fitted effect of over 40% in size
TGFb inhibitor: TGF-b pathway inhibition; HepG2 CAGA-GFP TGF-b/SMAD3 reporter, GFP fluorescence, 18 h; TGF-beta stimulated, 500 pg/mL final; Potency, µM (series often up to 46.1 µM), inactives show at the highest dose activity, negative = inhibition, actives largely listed as inhibitors; 1.2% of 410,000 active; also: potency is read from the fitted curve at half-maximal effect; % is scaled to controls: 0 for no effect and ±100 for the full control effect; nearly all actives have a fitted effect of over 65% in size
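Inhibition of TGF-beta-driven CAGA-GFP reporter expression in HEPG2 cells is measured by cellular GFP fluorescence after 18 h stimulation with 500 pg/mL recombinant TGF-beta in 1% FBS medium at 37 degrees C.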
* hit, by the source's call; i = inactive; ? = inconclusive; / = no result given; & = joins results of further samples; [ ] = dose if it differs, or a comment. Unless noted, calls follow the shape of the dose curve; as a rule, active = well fitted curve in the direction sought with a large enough effect; inconclusive = small, poorly fitted or top-dose-only effect, or another doubt; inactive = no such curve, though single readings can be large; an effect the other way counts as inactive or inconclusive.

The opening 3 records, to show the layout:
SMILES	HepG2 tox	CCT chaperon mod	Nrf2 inh	A549 viability	MmCpn inh	Akt phos inh	Nrf2 ARE act	ATXN viability	TGFb inhibitor
O=C(CSc1ncnc2sccc12)N1CCCCC1	-14%	-2.4	?	-5%	-3%	i	3.8%	i	-2%
COc1ccc(-n2nnnc2CNC(=O)C2CC(=O)N(c3ccc(Cl)cc3)C2)cc1 (centres undefined)	-1%	0.9	6%	3%	0%	i	-0.6%	i	0%
CC(C)(C)NC(=O)C(c1ccncc1)N(C(=O)c1csnn1)C1CC1 (centres undefined)	-1%	2.8	28%	15%	1%	i	0.1%	i	7%

All compounds of this part, repeating the preview:
SMILES	HepG2 tox	CCT chaperon mod	Nrf2 inh	A549 viability	MmCpn inh	Akt phos inh	Nrf2 ARE act	ATXN viability	TGFb inhibitor
O=C(CSc1ncnc2sccc12)N1CCCCC1	-14%	-2.4	?	-5%	-3%	i	3.8%	i	-2%
COc1ccc(-n2nnnc2CNC(=O)C2CC(=O)N(c3ccc(Cl)cc3)C2)cc1 (centres undefined)	-1%	0.9	6%	3%	0%	i	-0.6%	i	0%
CC(C)(C)NC(=O)C(c1ccncc1)N(C(=O)c1csnn1)C1CC1 (centres undefined)	-1%	2.8	28%	15%	1%	i	0.1%	i	7%
CC1=NC(=O)C(N=Nc2ccccc2C(=O)O)N1c1ccccc1 (centres undefined)	-22%	-1.4	6%	?	-1%	i	0.1%	?	-19%
CC(=O)c1cccc(NC(=O)c2cccc3c(-c4cnn(C)c4)coc23)c1	-36%	0.3	/	/	/	i	1.1%[9.22 µM]	i	-23%
COc1cc2nc(N3CCN(C(=O)C4CCCO4)CC3)nc(N)c2cc1OC (centres undefined)	-27%&2%	-1.9&1.3	?	-7%&-25%	-3%	i	0.9%&-1.2%	i	-1%&-16%
CN1C(=O)C2(c3ccccc31)N(c1cccc(F)c1)C(=O)CS2(=O)=O (centres undefined)	-20%	/	-20%	1%	/	/	2.2%	i	-1%
CCC(=O)N(CCc1ccccc1C)Cc1cc2cc3c(cc2[nH]c1=O)OCO3	14%	-4.5	-15%	-3%	0%	i	-0.2%	i	0%
N#Cc1c(-c2ccc(Br)cc2)nc2n(c1=O)CCCS2	-4%	-0.3	13%	13%	-12%	i	-0.1%	i	14%
Cc1cccc(C)c1NC(=O)Cn1nnc(C(=O)NCc2ccc(F)cc2)c1N	-1%	/	20%	0%	/	/	0.4%	/	?
Cc1ccc(C(=O)N/C(=C/c2ccc(Cl)cc2)C(=O)Nc2cccc(C(=O)O)c2)cc1	-1%	-2.4	-6%	-2%	2%	i	-0.1%	i	-5%
COc1ccc(NC(=O)CN(C)C(=O)c2cc(S(=O)(=O)N(C)C)ccc2N2CCCC2)cc1	-24%	0.1	4%	-1%	0%	i	-0.8%	i	-1%
CCOc1ccc(C2CC(=O)Nc3cc4c(cc32)OCO4)cc1OC (centres undefined)	-12%	/	-3%	8%	/	/	3.7%	i	-6%
CCNC(=O)N(C)c1nncnc1C(=O)NC	-24%	1.7	5%	2%	-1%	i	3.7%	i	2%
COc1cccc(NC(=O)Nc2cc(-c3cn4cccnc4n3)ccc2OC)c1	-11%	/	?	-12%	/	/	0.7%	?	-7%
Cc1ccc(S(=O)(=O)C2CCOC2=O)cc1 (centres undefined)	-6%	0.7	-16%	-16%	1%	i	0.0%	i	-1%
CC(/C=C/c1ccccc1)=N\Nc1ccccc1[N+](=O)[O-]	-18%	-2.4	?	-7%	2%	i	?	?	8%
COc1cc2sc(-c3ccccc3OC)c(-c3ccc(O)cc3)c2cc1OC	-101%	-1.1	-20%	-8%	?	i	0.2%	?	?
Cc1ccc(C2CC(=O)N3CN(c4ccc(Br)cc4)CSC3=C2C#N)o1 (centres undefined)	-4%	-3.3	-4%	-5%	-10%	i	-0.3%	i	2%
Cc1cc(C(=O)OCC(=O)N(C)c2c(N)n(Cc3ccccc3)c(=O)[nH]c2=O)c(C)n1-c1ccccc1	5%	1.5	-13%	-5%	1%	i	0.1%	i	13%
COCCn1c(SCC(=O)Nc2ccc(Cl)cn2)nnc1-c1ccncc1	30%	-1.5	6%	-1%	0%	i	0.1%	?	-10%
COCCNC(=O)C(OC(=O)c1cccs1)c1ccccc1 (centres undefined)	5%	1.4	5%	-8%	4%	i	-0.7%	i	0%
C1CCCN(CCCCN2CCCCCC2)CC1	6%	0.8	17%	-6%	/	i	0.2%	i	15%
CCn1c(SCC(=O)N2CCN(c3ccc(F)cc3)CC2)nc2ccccc2c1=O	-6%	-4.2	0%	5%	2%	i	-0.6%	i	-4%
COc1ccc(C2=CC(c3ccccc3F)n3ncc(C(=O)Nc4ccc(C)cc4)c3N2)cc1 (centres undefined)	2%	/	-26%	11%	/	/	0.2%	i	37%[activator]
COC(Cc1nnc(SC)n1-c1ccc(Cl)cc1)OC	-2%	0.8	-12%	5%	0%	i	-0.2%	i	-25%
ClCc1nc2ccccc2c2ccccc12	-7%	-3.3	-7%	-2%	-8%	i	2.7%	?	?
CCN1CCC(NC(=O)c2cc(OC)c(OC)cc2OC)CC1	-9%	-2.7	?	4%	-1%	i	-0.4%	i	2%
Cc1cccc(CCNC(=O)Cn2ncc3c([nH]c4ccccc43)c2=O)c1	15%	-2.2	9%	2%	-3%	i	0.4%	i	2%
CSCCC(NS(=O)(=O)c1ccccc1F)C(=O)NCc1cccnc1 (centres undefined)	10%	1.0	0%	1%	?	i	-0.7%	i	14%
COc1cccc(C(NC(C)=O)c2nc(-c3ccccc3)cs2)c1 (centres undefined)	-8%	0.2	/	/	/	i	-0.7%	i	6%
Cc1ccc(CNC(=O)Cn2cc(S(=O)(=O)Cc3ccccc3F)c3ccccc32)cc1	-51%	/	-21%	-8%	/	/	6.7%	/	?
CCOC(=O)C1=C(C)NC(=O)C(C(N)=O)C12CCCC2 (centres undefined)	-9%	-1.2	-11%	17%	2%	i	-0.3%	i	-1%
COC(=O)c1ccc(-c2nn(C)c(=O)c3ccccc23)cc1	3%	0.5	8%	10%	0%	i	0.0%	i	8%
Cc1cc(=O)oc2cc(OCC(=O)NCCc3ccccc3)ccc12	-8%	-2.2	-16%	2%	2%	i	-0.7%	i	-7%
Cc1cnc(C(=O)OCC(=O)NCc2cccc(Cl)c2)cn1	-8%	1.7	2%	2%	-1%	i	-0.9%	i	-6%
O=C(Nc1ccccc1C(=O)O)/C(=C/c1ccc(Cl)cc1Cl)NC(=O)c1ccco1	-105%	-0.9	8%	4%	2%	i	0.1%	i	-8%
O=C(Oc1cccnc1)c1cccc(Cl)c1	-12%	0.5	0%	-6%	3%	i	0.2%	i	1%
Cc1ccccc1-c1nsc(SCC(=O)Nc2ccc3c(c2)OCO3)n1	0%	1.6	?	-5%	1%	i	0.1%	i	7%
O=C(CCCCCN1C(=O)c2ccccc2C1=O)NCCc1nc2ccccc2[nH]1	-2%	1.1	/	0%	0%	i	-0.1%	i	17%
O=C(CCc1nc2ccccc2c(=O)[nH]1)Nc1ccccc1N1CCCCC1	8%	-0.4	/	/	/	i	-0.6%	i	-5%
Cc1ccc(C)c(NCc2ccccc2CO)c1	17%	-0.4	-2%	-3%	2%	i	0.4%	i	-16%
COc1ccccc1NC(=O)CSc1nnc(-c2ccccc2)o1	-6%	-0.4	?	2%	3%	i	3.1%	i	1%
COc1cccc(NC(=O)COC(=O)c2ccco2)c1	3%	-3.2	4%	-6%	0%	i	0.8%	i	3%
CCCC(=O)Nc1c(-c2ccccc2)c(=O)c(C)nn1-c1ccc(Cl)cc1	8%	-2.9	0%	3%	-1%	i	0.5%	i	-2%
CCN(CC)S(=O)(=O)c1cccc(NC(=O)c2cc(-c3cccs3)nn2-c2ccccc2)c1	10%	-0.3	-10%	-3%	-18%	i	-0.3%	i	4%
Nc1c(N(Cc2ccco2)C(=O)c2cccc(F)c2)c(=O)[nH]c(=O)n1Cc1ccccc1	-4%	-1.1	-18%	3%	1%	i	0.0%	i	2%
O=C(Nc1cccnc1)c1ccc(S(=O)(=O)c2ccc(Cl)cc2)cc1	14%	-0.6	?	-5%	3%	i	0.3%	i	-20%
COc1ccc(N2CCN(C(=O)C3CCN(S(=O)(=O)c4c(C)noc4/C=C/N(C)C)CC3)CC2)cc1	-19%	0.8	-6%	7%	1%	i	0.1%	i	0%
Cc1cccc(N2CCN(C(=O)c3cc4ccc5cccnc5c4[nH]3)CC2)c1C	-4%	/	-2%	5%	/	/	3.7%	/	?
CCO[C@H]1OC(C(=O)NC2CC2)=C[C@@H](c2ccc(Br)cc2)[C@@H]1CCCO	2%	-0.6	-7%	-1%	/	i	0.8%	i	0%
Cc1ccc(-n2c3c(c(=O)[nH]c2=S)C(C(F)(F)F)(C(F)(F)F)NC(=O)N3)cc1	5%	-3.4	11%	18%	1%	i	-0.7%	i	22%
CC(C)(C)c1nnc(NC(=O)Cc2ccccc2[N+](=O)[O-])s1	-30%	0.7	16%	14%	-1%	i	-0.2%	i	5%
O=C1CS(=O)(=O)C2(C(=O)N(Cc3ccccc3Cl)c3ccccc32)N1c1ccc(F)cc1 (centres undefined)	-6%	/	?	7%	/	/	-0.3%	i	5%
CC(C)(C)c1csc(NC(=O)CCS(=O)(=O)c2ccc(F)cc2)n1	13%	1.8	/	/	/	i	?	?	-25%
Cc1ccc(-n2nnnc2SCC(=O)Nc2cccnc2Cl)cc1	-3%	2.5	?	11%	-1%	i	5.5%	i	1%
COc1ccc(N/C=C(/C(C)=O)c2ccccc2)cc1	-1%	-17	-22%	1%	-1%	i	-0.4%	i	1%
